Screens as filed in PubChem BioAssay.
AmpC inh detg = blocks E. coli AmpC beta-lactamase in detergent assay | AmpC hydrolysis of nitrocefin, absorbance 480 nm, 0.01% Triton | Potency, µM (titrated, usually from 114 µM), without a hit: top-dose activity change, negative = inhibition, most hits filed as inhibitors | hit rate 0.041% among 370,000;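 note: potency is the fitted concentration of half-maximal effect; 0% = no-compound wells and -100% = no-enzyme wells; nearly all actives have a fitted effect of over 25% in size; some results filed as inactive show a strong effect at the top dose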
Target sequence (P00811 whole entry, looked up): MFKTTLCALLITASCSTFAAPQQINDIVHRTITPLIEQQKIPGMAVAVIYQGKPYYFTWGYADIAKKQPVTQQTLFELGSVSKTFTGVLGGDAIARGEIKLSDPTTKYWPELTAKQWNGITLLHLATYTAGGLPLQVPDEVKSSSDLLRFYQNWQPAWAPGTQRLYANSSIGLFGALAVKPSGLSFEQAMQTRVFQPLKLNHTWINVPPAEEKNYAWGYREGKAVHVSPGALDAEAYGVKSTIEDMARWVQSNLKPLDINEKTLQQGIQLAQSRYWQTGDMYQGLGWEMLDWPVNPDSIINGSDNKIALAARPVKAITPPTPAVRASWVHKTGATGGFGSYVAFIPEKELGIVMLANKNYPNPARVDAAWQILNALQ
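20 mM phosphate pH 7.0 + 0.01% (detergent screen) or 0.0001% Triton X-100; 5.3 nM AmpC reagent; cpd preinc 15 min RT; nitrocefin (800 uM stock) to start; A480 q20 s × 4 min; Activity was normalised to no-enzyme and no-compound control wells.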
AMA1-RON2 inh = inhibitors of Plasmodium falciparum AMA1-RON2 interaction; AlphaScreen AMA1-biotinylated RON2 peptide binding; Potency, µM (series often up to 58.2 µM), inactives show top-dose activity change, negative = inhibition, hits mostly inhibitors; hit rate 0.2% among 360,000;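 note: potency is the fitted concentration of half-maximal effect; 0% = vehicle wells and -100% = peptide control; nearly all actives have a fitted effect of over 45% in size; some results filed as inactive show a strong effect at the top dose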
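AMA1 (3D7) with his tag at 25 nM final met compounds first, then biotinylated RON2 peptide at 25 nM; detection used donor plus acceptor beads, 10 µg/mL apiece, read by AlphaScreen after 30 min at room temperature.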
LmPK inh = inhibitors of Leishmania mexicana pyruvate kinase | purified LmPK, Kinase-Glo ATP luminescence, 1 h | Q27686 | Potency, µM (doses to about 57.5 µM), without a hit: at the highest dose activity change, negative = inhibition, hits mostly inhibitors | hit rate 0.37% among 290,000; note: potency is the fitted concentration of half-maximal effect
Target sequence (Q27686 whole entry, looked up): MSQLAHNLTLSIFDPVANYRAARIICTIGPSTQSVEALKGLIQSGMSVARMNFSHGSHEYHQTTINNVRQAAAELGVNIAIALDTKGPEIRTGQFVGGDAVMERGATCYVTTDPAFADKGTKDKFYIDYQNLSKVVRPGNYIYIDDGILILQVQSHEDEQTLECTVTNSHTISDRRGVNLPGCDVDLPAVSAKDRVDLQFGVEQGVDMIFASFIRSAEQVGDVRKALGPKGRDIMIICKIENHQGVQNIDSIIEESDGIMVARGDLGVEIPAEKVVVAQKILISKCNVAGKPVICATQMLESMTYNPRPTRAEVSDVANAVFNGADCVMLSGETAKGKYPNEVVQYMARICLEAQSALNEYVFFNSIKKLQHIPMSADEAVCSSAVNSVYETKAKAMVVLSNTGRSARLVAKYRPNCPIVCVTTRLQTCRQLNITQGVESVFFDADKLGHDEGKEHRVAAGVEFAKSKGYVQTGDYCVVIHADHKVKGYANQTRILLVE
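Purified LmPK (0.1 nM) with 0.5 mM PEP and 0.1 mM ADP in imidazole buffer pH 7.2 with MgCl2/KCl, 1 h at room temperature. ATP formed was read by luciferase luminescence and normalized to no-enzyme and uninhibited controls.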
Tb PYK inh = blocks Trypanosoma brucei pyruvate kinase; Potency, µM (titrated, usually from 76.8 µM), inactives show at the top dose activity, negative = inhibition, hits mostly inhibitors; hit rate 0.12% among 410,000; TbPYK enzyme, Kinase-Glo Plus ATP luminescence, 45 min; AID 624173; Q57TT1; note: potency is the fitted concentration of half-maximal effect; nearly all actives have a fitted effect of over 50% in size
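Quantitative HTS: titrated library compounds versus trypanosomal pyruvate kinase in TEA buffer (pH 7.2) containing KCl, MgCl2, BSA and Tween-20. Reactions were initiated with ADP, 130 uM final. Kinase-Glo Plus luminescence was read after 45 min at RT.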
HCMV antiviral = blocks human cytomegalovirus replication | activity change, negative = inhibition, % at 57.5 µM | HFF cells, HCMV-luciferase reporter, 72 h; active compounds read low | hit rate 4.5% among 410,000; in the data active = activity change below about -60%; inconclusive = no clear call, values can overlap the other calls; inactive = above about -39%
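Compounds were evaluated in HFFs infected with an HCMV luciferase reporter virus (MOI 1 PFU/cell). Luciferase in lysates collected 72 h post infection served as the replication measure.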
AmpC inh no detg = blocks E. coli AmpC beta-lactamase in detergent-free assay; Potency, µM (highest dose often 57.1 µM), for inactives: top-dose activity change, negative = inhibition, hits mostly inhibitors; P00811; AmpC nitrocefin hydrolysis, absorbance 480 nm, 0.0001% Triton; hit rate 0.52% among 330,000;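 note: potency is the fitted concentration of half-maximal effect; plate controls were no compound for no effect and no enzyme for full effect; nearly all actives have a fitted effect of over 20% in size; some results filed as inactive show a strong effect at the top dose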
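AmpC (5.3 nM in the dispensed reagent) in 20 mM phosphate pH 7.0 with 0.01% (detergent screen) or 0.0001% Triton X-100 was preincubated with compounds for 15 min at room temperature. Nitrocefin was then added from an 800 uM solution, and hydrolysis was followed at 480 nm.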
Sm TGR block = blocks Schistosoma mansoni thioredoxin glutathione reductase; purified TGR, DTNB reduction, TNB absorbance 405 nm; Potency, µM (series often up to 114 µM), without a hit: at the highest dose activity change, negative = inhibition, actives largely listed as inhibitors; hit rate 3% among 360,000; AID 485364; note: potency is the fitted concentration of half-maximal effect; nearly all actives have a fitted effect of over 60% in size
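Kinetic colorimetric format: TGR-catalysed, NADPH-driven DTNB reduction monitored via TNB absorbance. Enzyme dispensed at 20 nM; compound exposure 15 min at room temperature before reaction start.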
* marks the source's active call; other numbers are inactive results; ? = inconclusive; · = no result given; & = joins results of further samples; [ ] = dose if it differs, or a comment. Unless noted, calls come from the whole dose curve; as a rule, active = well fitted curve in the direction sought with a large enough effect; inconclusive = small, poorly fitted or top-dose-only effect, or another doubt; inactive = no such curve, though single readings can be large; an effect the other way counts as inactive or inconclusive. Unless noted, % is set by controls: 0 for no effect and ±100 for the full control effect.

The first 2 compounds (preview)
Fields: AmpC inh detg	AMA1-RON2 inh	LmPK inh	Tb PYK inh	HCMV antiviral	AmpC inh no detg	Sm TGR block
CCOC(=O)Cn1nc(C)n(-c2ccc(Cl)cc2)c1=O
→ ?	7%	1%	-1%	5	-4%[2.29 µM]	-1%
CCNc1cc(N2CCN(C)CC2)ccc1[N+](=O)[O-]
→ 4%	-5%	-3%	3%	2	-3%	·

The listing, from the start:
Fields: AmpC inh detg	AMA1-RON2 inh	LmPK inh	Tb PYK inh	HCMV antiviral	AmpC inh no detg	Sm TGR block
CCOC(=O)Cn1nc(C)n(-c2ccc(Cl)cc2)c1=O
→ ?	7%	1%	-1%	5	-4%[2.29 µM]	-1%
CCNc1cc(N2CCN(C)CC2)ccc1[N+](=O)[O-]
→ 4%	-5%	-3%	3%	2	-3%	·
O=C(NCCN1CCN(c2ccccc2)CC1)Nc1ccccc1Br
→ 1%&-8%	-2%	1%	-9%&2%	21&5	5%	9%&0%
CCc1nc(NCc2ccccc2)c(C#N)c2c1CCCC2
→ 10%	-5%	-12%	-5%	?	-26%	-3%
COc1cccc([C@@H]2CC=C(C(=O)O)[C@H](c3ccccc3F)N2S(=O)(=O)c2ccc(C)cc2)c1
→ 6%	10%	·	-4%	-4	16%	-8%
COc1ccc(OC)c(CNc2ncnc3onc(C)c23)c1
→ -1%	·	·	3%	-13	·	-7%
Cc1ccc(NC(=O)C2CCN(S(=O)(=O)c3ccc(Cl)c(C(F)(F)F)c3)CC2)nc1
→ 0%	2%	·	2%	-9	-47%	1%
CCOc1ccc(-n2c(C)nc3cc(C(=O)NCc4ccc5c(c4)OCO5)ccc32)cc1
→ -12%	-13%	0%	-3%	-10	30%	-1%
Cc1onc(-c2ccccc2Cl)c1C(=O)NCc1nc(-c2ccc(C(F)(F)F)cc2)no1
→ -8%	12%	3%	-1%	-31	11%	18%
CCOc1cc(Br)ccc1S(=O)(=O)NCc1ccccc1
→ ?	13%	0%	-2%	9	-22%	19%
COCCOC(=O)c1c(C)nc(SCC(=O)Nc2ccc(C)cc2)c(C#N)c1-c1ccco1
→ ?	-20%	5%	-2%	-23	-28%	0%
O=S(=O)(NCC(c1ccco1)N1CCCCC1)c1cccc(C(F)(F)F)c1 (stereo not given)
→ 1%	-3%	·	-2%	-11	1%	-13%
O=C(CCC(=O)Nc1ccccc1)NNC(=O)c1ccccc1Cl
→ -8%	25%	-1%	-3%	33	-20%	3%
CCOC(=O)C(C)n1cnc2c(nnn2Cc2ccc(C)cc2)c1=O (stereo not given)
→ 0%	12%	-1%	3%	34	-9%	6%
COc1ccc(Nc2nc(N)nc(CSc3nc(C)cc(C)n3)n2)cc1
→ 3%	-5%	-1%	2%	-13	-1%	-1%
CC[C@@H]1C=C(C)C[C@H](C)C[C@H](OC)[C@H]2O[C@@](O)(C(=O)C(=O)N3CCCC[C@H]3C(=O)O[C@H](/C(C)=C/[C@@H]3CC[C@@H](O)[C@H](OC)C3)[C@H](C)[C@@H](O)CC1=O)[C@H](C)C[C@@H]2OC
→ ?	·	3%	·	·	273%[activator]	-3%
O=c1[nH]c(=S)[nH]c2c1C(c1ccc(Cl)c(Cl)c1)OC(CCc1ccccc1)C2 (stereo not given)
→ ·	64%[activator]	·	-6%	-20	·	·
CCOC(=O)COc1ccc(Br)cc1/C=C\c1[nH]c(=O)[nH]c(=O)c1[N+](=O)[O-]
→ 0%	-4%	-3%	1%	40	-24%	?
CCOc1ccc(C(=O)COc2ccc(NC(C)=O)cc2)cc1
→ -16%	-8%	5%	-4%	14	-19%	-8%
COc1ccc(-c2cc3nc(C)c(CCC(=O)NCc4ccc(F)cc4)c(C)n3n2)c(OC)c1
→ 0%	9%	-1%	-3%	-18	-1%	-1%

Next part:
Fields: AmpC inh detg	AMA1-RON2 inh	LmPK inh	Tb PYK inh	HCMV antiviral	AmpC inh no detg	Sm TGR block
COc1ccc(-c2sc3cc4c(cc3c2C#Cc2cncn2C)OCO4)cc1
→ ·	5%	·	3%	-3	-16%	·
CCCCc1ccc(S(=O)(=O)NC(=O)C2(C)CCN2C(=O)C/C=C/c2ccccc2)cc1 (stereo not given)
→ ·	-10%	·	-3%	-18	·	·
COCCOC(=O)C1=C(N)OC(C)=C(C(=O)OC)C12C(=O)Nc1ccccc12 (stereo not given)
→ -3%	-1%	4%	-8%	51	-7%	2%
COc1ccccc1CNC(=O)N1CCN(S(=O)(=O)c2ccc(Cl)cc2)CC1
→ -13%	5%	0%	3%	-15	-6%	3%
C/C(CC(=O)Nc1ccc(Cl)c(C(F)(F)F)c1)=N\NC(N)=S
→ -2%	35%[activator]	4%	-15%	-27	-22%	?
CCn1cc(C(=O)NCc2ccc(C)cc2)c(=O)c2cc(S(=O)(=O)N(C)C)ccc21
→ -7%	4%	1%	-5%	30	28%	6%
CCC(CC)N1CCN(S(=O)(=O)c2ccc(OC)cc2)CC1
→ ?	?	-1%	-3%	43	-19%	3%
CN(C(=O)COc1ccc([N+](=O)[O-])cc1)C1CCS(=O)(=O)C1 (stereo not given)
→ 2%	-4%	10%	-4%	?	-1%	-7%
CCCSc1nc(N2CCOCC2)c2c(c1C#N)CC(C)(C)SC2
→ -3%	-4%	-5%	4%	?	-13%	-7%
COc1ccc(CC(=O)NNC(=O)CCC(=O)Nc2cc(C)ccc2C)cc1
→ -5%	49%[activator]	-5%	1%	-104*	-2%	·
Cc1ccc(NCC(=O)N/N=C/c2cccn2C)cc1
→ 3%	-15%	-3%	1%	-27	-4%	3%
CC1=C(C(=O)N2CCOCC2)CC(CC(=O)NC2CC2)C(=O)N1Cc1ccccc1 (stereo not given)
→ ·	33%[activator]	·	5%	-16	·	·
CC(C)n1cc(-c2nc(C(=O)NN)cs2)c(=O)n(Cc2ccccc2)c1=O
→ 1%	79%[activator]	2%	2%	-68*	121%[activator]	-1%
O=C(Nc1cccc([N+](=O)[O-])c1)C1CCN(C(=O)Cc2ccccc2)CC1
→ 3%	-3%	9%	-3%	0	-11%	-11%
O=C(Cn1c(=O)oc2cc(S(=O)(=O)NCc3ccccc3)ccc21)NCc1ccccc1Cl
→ -7%	·	·	1%[15.4 µM]	0	·	-3%
CCOc1ccc(Cc2nnc(SCC(=O)Nc3ccc(OC)cc3)n(N)c2=O)cc1
→ ?	14%	·	-10%	-5	0%	-4%
C=CCn1c(SCC(=O)c2cc(C)n(C)c2C)nnc1-c1ccncc1
→ 0%	-1%	1%	-8%	7	8%	-21%
CN(C)c1nc(NN)nc(Nc2ccc(F)cc2)n1
→ 3%	71%[activator]	0%	2%	-34	-26%	6%
Cc1sc2ncn(CC(=O)OCC(=O)NC(C)(C)C)c(=O)c2c1C
→ -19%	-14%	1%	-7%	-12	2%	0%
Cc1ccc(N2C(=O)c3ccccc3C2C(=O)c2ccc(C)c(C)c2O)cc1 (stereo not given)
→ -5%	?	12%	-8%	-13	-25%	4.5µM*

Further records follow.
Fields: AmpC inh detg	AMA1-RON2 inh	LmPK inh	Tb PYK inh	HCMV antiviral	AmpC inh no detg	Sm TGR block
CCOc1ccc(C(C)=O)cc1COC(=O)c1cccnc1SC
→ 1%	1%	0%	1%	-11	-1%	-3%
COc1ccc(OC)c(CNC(=O)c2cc(-c3ccc(Cl)s3)nc3ccccc23)c1
→ -2%	·	·	-1%	-26	·	-4%
Cc1ccc(OCCCC(=O)Nc2sc3c(c2C(N)=O)CCC(C)C3)cc1 (stereo not given)
→ 9%	·	·	-7%	6	·	1%
O=C(OCC(=O)N1CCCc2ccccc21)c1cc(S(=O)(=O)N2CCOCC2)ccc1F
→ -6%	8%	·	2%	-20	-6%	-10%
CCCn1nnc(NC(=O)C(C)Oc2ccc(Cl)cc2Cl)n1 (stereo not given)
→ -11%	-8%	2%	4%	-23	-10%	0%
COc1cc(C(=S)N2CCOCC2)ccc1OS(=O)(=O)c1ccccc1[N+](=O)[O-]
→ -18%	-20%	1%	-21%	-5	-14%	3%
Cc1cc(N2C(=O)CCC2=O)ccc1NC(=O)c1cccs1
→ 5%	5%	6%	3%	0	-10%	-11%
CC(=O)Nc1nnc(SCC(=O)c2ccc(F)cc2)s1
→ -2%	0%	-8%	3%	?	-17%	1%[57.1 µM]
COc1cccc(NC(=O)Cc2ccc(NC(=O)N3CCCCc4ccccc43)cc2)c1
→ 6%	·	·	1%	32	·	5%
CC(C)C(=O)Nc1c(O)c2ccccc2[nH]c1=O
→ -7%	-8%	-8%	-5%	-33	-24%	-3%[57.1 µM]
Cc1ccc(C)c(N2CCN(S(=O)(=O)c3ccc4c(c3)CCCN4C(=O)C3CCC3)CC2)c1
→ 3%	·	·	8%	-9	·	7%
COc1ccc(CN2Cc3cc(N4CCOCC4)ccc3-n3nncc3C2)cc1
→ ·	-3%	·	-11%	16	·	·
Cc1sc(NC(=O)CN2CCOCC2)c(C#N)c1C
→ -1%	-9%	-1%	-2%	6	-1%	8%
CC(C(=O)N1CCc2ccccc21)n1cccc1 (stereo not given)
→ -6%	-18%	0%	-5%	18	-12%	-11%
Nc1nc(SCC(=O)N2CCCC2)[nH]c(=O)c1NC(=O)c1ccco1
→ ?	15%	-2%	-2%	6	-12%	-4%
CC1(C)NC(=O)N(CC(O)CN(c2cccc([N+](=O)[O-])c2)S(=O)(=O)c2ccccc2)C1=O (stereo not given)
→ -6%	-11%	-10%	-8%	-21	15%	-11%
O=C(NC(=S)Nc1ccc(CN2CCOCC2)cc1)c1ccco1
→ ?	9%	3%	-4%	52	-11%	32µM*
CCC(C)N1C(=O)CCC1C(=O)O (stereo not given)
→ -13%	0%	3%	4%	-11	-10%	-6%
Cc1nn(C(=O)N2CCCCC2)c(C)c1CN1C(=O)c2ccccc2C1=O
→ 2%	-2%	2%	5%	38	68%[activator]	-2%
CCOC(=O)N1CCN(C(=O)CCSc2ccccc2)CC1
→ -1%	-4%	-9%	0%	115	7%	2%

Carrying on.
Fields: AmpC inh detg	AMA1-RON2 inh	LmPK inh	Tb PYK inh	HCMV antiviral	AmpC inh no detg	Sm TGR block
Cc1ccc([C@H]2C[C@H](O)[C@@H](n3cc(COC(=O)c4ccccc4)nn3)CN2CC2CCCCC2)cc1
→ ·	-5%	·	5%	-100*	·	·
Cc1nn(C)c(C(=O)N2CCOCC2)c1Cl
→ -4%	14%	-5%	-5%	9	5%	6%
CCOc1ccccc1NC(=O)c1nc(-c2ccccc2)oc1C
→ 3%	-7%	-3%	1%	23	-15%	3%
Cn1nc(C(C)(C)C)cc1C(=O)N1CCCCC1c1cc(C(=O)N2CCOCC2)no1 (stereo not given)
→ ·	-4%	·	1%	-34	·	·
